Vif imaging: HIV Vif self-association inhibitors, primary screen, imaging, HEK293T, single point; HEK293T cells, Vif self-association by quenched fluorescence, 24 h; inhibition, % at 7.49 µM; hit rate 0.35% among 340,000; AID 602346, 2012; in the data active = inhibition above about 50%, passing the limit was not always enough; inconclusive = no clear call, values can overlap the other calls; inactive = below about 31%; note: some results filed as inactive read as strong as hits
NR2E3 ag-1: inhibitors of NR2E3-RetCOR corepressor binding, primary screen, NR2E3 agonist project, biochemical, TR-FRET, GST-NR2E3, biotin-RetCOR; 1536-well; inhibition of corepressor binding, % at 4.78 µM; hit rate 0.12% among 320,000; AID 2300, 2010;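 active = percent inhibition above the cutoff of mean plus 3 SD of all tested compounds, set per screening campaign, cut at about 20% in these data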;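 note: 0% = DMSO wells and 100% = biotin wells as full block of FRET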
Target sequence (Q9Y5X4 whole entry, looked up): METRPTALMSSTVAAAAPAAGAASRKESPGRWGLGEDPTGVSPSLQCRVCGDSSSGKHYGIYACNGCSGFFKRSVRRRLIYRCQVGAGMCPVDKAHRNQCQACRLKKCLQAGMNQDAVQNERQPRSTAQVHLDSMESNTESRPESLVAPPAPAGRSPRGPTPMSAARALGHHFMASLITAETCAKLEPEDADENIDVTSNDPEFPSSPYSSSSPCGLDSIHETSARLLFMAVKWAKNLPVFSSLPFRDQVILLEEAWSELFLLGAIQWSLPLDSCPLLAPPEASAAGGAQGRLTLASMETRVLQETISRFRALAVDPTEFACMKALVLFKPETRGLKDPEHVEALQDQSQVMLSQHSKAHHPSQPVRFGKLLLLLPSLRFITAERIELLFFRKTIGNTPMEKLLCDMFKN
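Assay system: NR2E3–RetCOR corepressor complex. Quantity: 1.35 nM GST-NR2E3. Buffer or medium: pH 7.5 Tris-based buffer. Reagent: biotinylated RetCOR corepressor at 7 nM final. Schedule: 5 h at 4 °C. Detection: TR-FRET, emission read at 617 and 671 nm. Replicates: one well per compound, singlicate testing.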
NR2E3 ag-2: NR2E3 agonists in two-hybrid cells, primary screen, cell-based, luminescence, CHO-S, Gal4-NCOR/VP16-NR2E3; Photoreceptor-specific nuclear receptor (Homo sapiens), Q9Y5X4; luciferase; inhibition of corepressor binding, % at 3.98 µM; hit rate 0.35% among 360,000; AID 602229, 2012;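 active = inhibition above the mean of all tested compounds plus 3 SD, cut at about 70% in these data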;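 note: 0% = DMSO with NR2E3 transfected cells and 100% = cells lacking NR2E3 construct; higher means lower luciferase signal from less NR2E3 corepressor binding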
KKLEB tox: cytotoxicity in KKLEB CF airway cells, primary screen, cytotoxicity control for CF NF-kB inhibitor project, cell-based, uHTS, fluorescence assay plates; KKLEB CF airway cells viability, ATPlite luminescence, overnight; stronger effect = lower value; cells stimulated with P. aeruginosa culture filtrate; hit rate 0.36% among 360,000; activity change (cytotoxicity), % at 5 µM;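 active = corrected activity change at or below -50% at 5 µM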
Shn3 3UTR inh: reduction of Shn3 3'UTR firefly luciferase signal, primary screen, Schnurri-3 inhibitor project, cell-based, Clone20 osteoblasts, set 2. hit rate 0.52% among 360,000. Clone20 osteoblast Shn3 3'UTR firefly luciferase, 24 h. inhibition, % at 12.5 µM;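 active = mean inhibition of at least 75% with every replicate also reaching 75%; inconclusive = mean inhibition at least 75% but some replicate below; inactive = mean inhibition below 75%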;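 note: 0% = median of neutral control wells and 100% = pilot-screen positive control compound; some compounds past the cut are filed as inactive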
MITF TRPM1 inh: inhibitors of MITF-dependent TRPM1 promoter reporter, primary screen, cell-based, SK-MEL-5, single point, luciferase; SK-MEL-5 TRPM1 promoter luciferase, 24 h; inhibition, % at 12.5 µM; hit rate 0.83% among 330,000;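 active = mean inhibition across replicates of 60% or more, whatever share of single replicates reaches that level; inconclusive = some that reach 60%, reason not given; inactive = mean inhibition across replicates below 60%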; note: values of inactives mirror those of a sister screen read the other way
CF NFkB inh: inhibitors of PAF-induced NF-kB signaling, primary screen, cell-based, GFP fluorescence, uHTS. hit rate 0.86% among 360,000. KKLEB NF-kB-GFP reporter, GFP fluorescence overnight. AID 588850, 2011. inhibition, % at 5 µM;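 active = at least 50% inhibition at 5 µM, scaled per plate between neutral and stimulator controls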;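 note: PAF is a Pseudomonas aeruginosa culture filtrate used as stimulus; plate controls were PAF-stimulated DMSO wells for no effect and unstimulated DMSO wells for full effect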
PDI inh: inhibitors of human PDI, primary screen, biochemical, turbidity, single point, plate reader; Protein disulfide-isomerase (Homo sapiens), P07237; PDI insulin aggregation turbidity, A650, 90 min; inhibition, % at 10 µM; hit rate 0.052% among 350,000;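 active = mean inhibition across replicates of 30% or more, whatever share of single replicates reach that level; inconclusive = mean inhibition below 30% while every single replicate reaches 30%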;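 note: absorbance from insulin aggregation driven by PDI reduction with DTT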
Target sequence (P07237 whole entry, looked up): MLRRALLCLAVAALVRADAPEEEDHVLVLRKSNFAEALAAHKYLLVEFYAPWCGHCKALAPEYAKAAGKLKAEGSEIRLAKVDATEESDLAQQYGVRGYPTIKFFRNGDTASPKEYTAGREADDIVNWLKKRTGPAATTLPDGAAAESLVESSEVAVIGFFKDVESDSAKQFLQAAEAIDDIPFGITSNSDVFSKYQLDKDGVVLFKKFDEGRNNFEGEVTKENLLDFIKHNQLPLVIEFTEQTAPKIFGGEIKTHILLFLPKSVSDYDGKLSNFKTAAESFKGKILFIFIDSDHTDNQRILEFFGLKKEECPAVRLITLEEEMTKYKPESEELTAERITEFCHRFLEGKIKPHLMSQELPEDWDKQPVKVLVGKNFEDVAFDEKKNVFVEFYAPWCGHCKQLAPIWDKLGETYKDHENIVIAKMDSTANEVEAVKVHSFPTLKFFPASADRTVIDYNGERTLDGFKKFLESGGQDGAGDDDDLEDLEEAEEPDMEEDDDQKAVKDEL
CaV13 FRET inh: Primary screen for inhibitors of IQ motif and Ca2+-dependent inactivation inhibitor domain binding in CACNA1D, Förster resonance energy transfer in living cells, …. HEK cells, CFP/YFP FRET ICDI-IQ, plate reader, 10 min; percent FRET-ratio fall versus neutral wells. inhibition, % at 12.3 µM. hit rate 0.098% among 340,000;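 active = mean replicate inhibition of at least 30% and at least 1% of replicates passing that level; inconclusive = only one of the two criteria is met; inactive = neither criterion is met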;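 note: 0% = median of the neutral control wells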
HIF-2a block: HIF-2a reporter inhibitors, primary screen, luminescence, 786-0 RCC cells; 786-0 RCC cells HIF-2a reporter, luciferase luminescence, overnight; inhibition, % at 18.8 µM; hit rate 0.72% among 360,000; AID 624352, 2012;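 active = inhibition of the luminescence signal of 40% or more relative to plate controls, in a single-dose primary screen at 18.75 µM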
Peg3 prom inh: Peg3 promoter-driven luciferase inhibitors, primary screen, cell-based, HeLa, luciferase luminescence; HeLa PEG-Prom luciferase reporter, overnight; inhibition, % at 20 µM; hit rate 1.7% among 360,000; AID 588405, 2011;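 active = inhibition of at least 50% at 20 µM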
Starred values were filed as active, the others as inactive; ? = inconclusive; · = no result given.

SMILES | Vif imaging | NR2E3 ag-1 | NR2E3 ag-2 | KKLEB tox | Shn3 3UTR inh | MITF TRPM1 inh | CF NFkB inh | PDI inh | CaV13 FRET inh | HIF-2a block | Peg3 prom inh
CNS(=O)(=O)c1cccc(C(=O)OCC(=O)Nc2ccc(Cl)cc2F)c1 | -4 | -5 | 14 | 5 | 0 | -11 | 9 | 3 | -12 | 18 | -6
Cc1csc(NC(=O)c2cc(=O)[nH]c3ccccc23)n1 | 3 | 0 | -29 | 3 | · | 7 | -13 | 4 | -5 | -2 | 5
CCOc1ccccc1CN1CCCC(CNS(=O)(=O)c2ccc(OC)cc2)C1 (configuration not stated) | 1 | 3 | 5 | -6 | 10 | -2 | 16 | 4 | -7 | 14 | -18
COc1ccc(C2/C(=C(/O)c3ccc(Br)cc3)C(=O)C(=O)N2C)cc1 (configuration not stated) | -4 | 8 | -31 | -3 | -2 | -5 | 0 | 16 | 0 | 15 | -2
O=C(Cn1cnc2c(nnn2Cc2ccc(F)cc2)c1=O)Nc1cccc(F)c1 | · | 2 | -39 | 6 | 53 | -8 | 1 | -9 | -4 | 26 | 10
O=C(Nc1ccc(N2CCOCC2)nc1)c1ccc(Cl)cc1 | -7 | -1 | -16 | -10 | -11 | -29 | 6 | -2 | -9 | -157 | -26
COc1cccc(NC(=O)CN(C)C(=O)c2ccc(N3CCOCC3)c([N+](=O)[O-])c2)c1 | 5 | 2 | 15 | 13 | 8 | -12 | 8 | -4 | -14 | 7 | 7
COc1ccc(NCC(=O)N/N=C/c2ccc3c(c2)OCCO3)cc1 | -2 | -2 | -33 | 0 | -15 | -12 | 22 | -3 | -5 | -149 | -85
O=S(=O)(c1cccc(Cl)c1)N1CCC(c2nc3ccccc3[nH]2)CC1 | -6 | 2 | -6 | 12 | -3 | 9 | 12 | -7 | -7 | 10 | 12
CC(C)(C)c1cc(C(=O)NNC(=O)c2ccc(C(F)(F)F)cc2)no1 | -8 | 0 | -8 | -7 | 16 | -6 | 8 | -3 | -5 | 23 | 8
CCOC(=O)C1=NNC2C(=O)N(CC)C(=O)C12 (configuration not stated) | 11 | 1 | -17 | -1 | 12 | 9 | 17 | 3 | -5 | 15 | 20
O=C(OCc1ccccc1)/C(=C(\O)c1ccccc1Br)c1ccc(-c2ccccc2)cn1 | -7 | -4 | -25 | -11 | -34 | -16 | -9 | 3 | -7 | -10 | -77
O=C(C1=C[C@H](c2ccc(C(F)(F)F)cc2)C[C@H](OCc2ccc(CO)cc2)O1)N1CCN(Cc2ccc3c(c2)OCO3)CC1 | 0 | -3 | -6 | -7 | 30 | 6 | -21 | 0 | -4 | 0 | 32
Oc1ccc(CN2CCN(Cc3ccccc3)CC2)c2cccnc12 | 9 | 3 | -9 | -4 | 35 | 28 | -10 | 2 | -4 | 14 | -25
COc1ccccc1NC(=O)C1=C(C)Nc2nc(-c3cccnc3)nn2C1c1ccccn1 (configuration not stated) | ? | · | 7 | -8 | · | 12 | 6 | -1 | -11 | 17 | 16
O=C(Cc1ccccc1)NCC(=O)OCC(=O)c1ccc(OC(=O)c2ccccc2)cc1 | -7 | -1 | -1 | -1 | 47 | -13 | 4 | -5 | -9 | -35 | -48
O=C(c1cc2ccccc2o1)N1CCN(S(=O)(=O)c2cccs2)CC1 | 2 | 0 | -4 | 6 | 14 | 6 | 4 | 1 | 0 | 8 | 8
O=C(O)c1cc(N/C(=N\S(=O)(=O)c2ccc(F)cc2)c2ccccc2)ccc1O | -2 | · | 15 | 16 | -4 | -4 | -23 | 12 | -6 | 2 | 7
S=C(NCCN1CCOCC1)N1CCN(c2cccc(Cl)c2)CC1 | -8 | 2 | 2 | 4 | 13 | -1 | 9 | 1 | -7 | 3 | 16
O=C(COC(=O)c1ccc([N+](=O)[O-])cc1)Nc1cccnc1Cl | -7 | -1 | -4 | 26 | -7 | 10 | -28 | -12 | -10 | 17 | 12
CCc1[nH]nc2c1C(c1cccc(OC(=O)N3CCOCC3)c1)C(C#N)=C(N)O2 (configuration not stated) | 11 | 1 | 0 | -1 | -7 | 6 | 1 | -1 | -9 | 2 | -1
O=[N+]([O-])c1ccc(NCc2ccccc2N2CCC(CO)CC2)nc1 | -15 | 2 | -21 | -6 | -104 | -2 | -1 | 2 | -4 | 2 | -4
Cc1ccc(N(CC(=O)NCc2ccc(F)cc2)C(=O)c2snc(C(N)=O)c2N)cc1C | -13 | 3 | -11 | 6 | 7 | 10 | 6 | -4 | -3 | 2 | 5
Nn1c(Cc2ccccc2)nc2cc(Cl)ccc2c1=O | -2 | 7 | 5 | 2 | 12 | 2 | -14 | -1 | -21 | 12 | 0

An excerpt of these results, in markdown.
| molecule | Vif imaging | NR2E3 ag-1 | NR2E3 ag-2 | KKLEB tox | Shn3 3UTR inh | MITF TRPM1 inh | CF NFkB inh | PDI inh | CaV13 FRET inh | HIF-2a block | Peg3 prom inh |
| --- | --- | --- | --- | --- | --- | --- | --- | --- | --- | --- | --- |
| O=[N+]([O-])c1ccc(NCc2ccccc2N2CCC(CO)CC2)nc1 | -15 | 2 | -21 | -6 | -104 | -2 | -1 | 2 | -4 | 2 | -4 |
| Cc1ccc(N(CC(=O)NCc2ccc(F)cc2)C(=O)c2snc(C(N)=O)c2N)cc1C | -13 | 3 | -11 | 6 | 7 | 10 | 6 | -4 | -3 | 2 | 5 |

Next section
SMILES | Vif imaging | NR2E3 ag-1 | NR2E3 ag-2 | KKLEB tox | Shn3 3UTR inh | MITF TRPM1 inh | CF NFkB inh | PDI inh | CaV13 FRET inh | HIF-2a block | Peg3 prom inh
COc1ccc(S(=O)(=O)N(C)c2ccc(C(=O)Nc3ccccc3C(=O)N3CCOCC3)cc2)cc1 | 12 | 2 | -1 | 0 | 1 | -1 | 18 | -8 | -6 | 11 | 9
O=C(COC(=O)Cc1c(Cl)cccc1Cl)Nc1ccc2[nH]c(=O)[nH]c2c1 | · | 2 | -14 | -10 | -2 | -4 | -9 | -3 | -6 | 9 | 6
CCOC(=O)c1oc2ccc(S(=O)(=O)n3nc(-c4ccc(Cl)cc4)cc3N)cc2c1C | · | 5 | 7 | -29 | 47 | · | 38 | 13 | -7 | 1 | 38
CCC(Sc1nc2cc3c(cc2c(=O)n1Cc1ccco1)OCO3)C(=O)NCCOC (configuration not stated) | -10 | 5 | -25 | -4 | 0 | -7 | -5 | -7 | -5 | 10 | 2
COc1ccc(OC)c(S(=O)(=O)Nc2c(NC3CCCCC3)c3ccccc3oc2=O)c1 | -3 | 1 | 4 | -3 | -7 | 4 | -6 | 5 | · | 10 | -2
Cc1c(C(=O)NCCN2CCOCC2)oc2ccccc12 | -1 | -1 | -20 | 9 | -19 | 4 | -20 | -5 | -5 | -10 | -17
O=[N+]([O-])c1ccc(Sc2cccc3cccnc23)cc1 | 2 | 2 | -59 | -12 | -12 | -3 | -6 | -1 | -8 | -184 | -104
CCOc1ccc2[nH]c(=O)c(CN(CCc3ccccc3)C(=O)N3CCOCC3)cc2c1 | -4 | 1 | -15 | -1 | -22 | 9 | -3 | -1 | -7 | 26 | 10
COc1ccc(S(=O)(=O)N2CCN=C2SCc2cccc(F)c2)cc1 | -2 | -1 | -20 | 8 | -2 | 3 | 13 | -2 | -6 | 14 | 2
O=C(/C=C/c1ccccc1Cl)N(c1ccccn1)C1CCCCC1 | 0 | 1 | -1 | 6 | 7 | -3 | 8 | -2 | -4 | 15 | 15
O=C(CNS(=O)(=O)c1ccc(Br)cc1)NC1CCCC1 | 6 | 1 | -8 | -7 | 3 | 5 | 1 | -1 | -6 | 17 | 17
C[C@H]1CN([C@@H](C)CO)C(=O)CCCn2nncc2CO[C@H]1CN(C)C(=O)c1ccncc1 | -2 | · | 8 | -7 | -2 | · | 6 | 3 | -1 | 12 | -2
CCc1ccc(NC(=O)CCN2C(=O)c3cccnc3C2=O)cc1 | 15 | 3 | -24 | -5 | -6 | 10 | 2 | -1 | -1 | -7 | 6
CCS(=O)(=O)N1Cc2ccccc2CC1C(=O)N(C)CC(=O)Nc1ccc(F)c(F)c1F (configuration not stated) | 12 | 2 | -9 | 18 | -4 | 7 | -27 | -6 | -2 | 8 | 7
COc1ccc(CN2CCN(S(=O)(=O)c3ccc(C)cc3)CC2)cc1OC | -4 | 0 | 13 | 6 | 26 | -6 | 13 | 5 | -14 | 23 | 17
Cc1ccsc1C(=O)NNC(=O)CCN1CCN(c2ccccc2)CC1 | -4 | 6 | 10 | 8 | 3 | 3 | -2 | -6 | -2 | 7 | 4
CC1CCN(CCNC(=O)CN(C)S(=O)(=O)c2cccc3nsnc23)CC1 | -5 | 0 | -13 | 13 | 12 | 7 | -7 | 0 | -4 | 10 | -8
O=C(NC1CCCCC1)NS(=O)(=O)c1ccc2c(c1)CCC2 | 2 | · | 12 | 6 | 1 | 2 | 4 | 6 | -7 | 10 | 10
CC1CCCN(c2nc3nonc3nc2Nc2ccccc2F)C1 (configuration not stated) | -10 | 2 | -26 | 17 | 16 | 4 | -17 | 2 | -5 | 1 | 6
Cc1c(Cl)cccc1NC(=O)c1cccnc1 | 0 | 1 | -13 | -4 | -34 | 2 | -9 | 9 | -2 | 0 | 4
Clc1cccc(Cl)c1/C=C/c1ccn[nH]1 | -23 | -1 | -84 | -9 | -17 | -11 | 2 | -4 | -3 | -248 | -68
Cc1ccc(/C=N/NC(=O)CSc2nnc(-c3ccc(Cl)cc3)n2-c2ccccc2)o1 | -13 | 3 | -23 | -4 | -12 | -61 | -14 | -29 | -6 | 17 | 20
COc1cc(C2c3[nH]c4ccccc4c3C[C@@H]3C(=O)N(Cc4ccco4)CC(=O)N23)cc(OC)c1OC (some centres not stated) | · | 1 | 7 | -10 | 11 | 3 | 10 | 6 | -19 | 13 | 27
CC1CCC(NC(=O)c2ccc(NC(=O)CC3SC(N4CCCC4)=NC3=O)cc2)CC1 (configuration not stated) | -3 | -1 | -70 | -15 | -32 | -78 | 23 | -1 | -14 | -160 | -191
CCNC(=O)C1(C)CCN(Cc2cccc(Oc3ccccc3)c2)C1 (configuration not stated) | -1 | · | -3 | -4 | 20 | · | 24 | 0 | -6 | 2 | -6
COC(=O)c1cc(OC)nc2ccc(Br)cc12 | 2 | 13 | -12 | 1 | -2 | 7 | -1 | -2 | -1 | 15 | 2

High-throughput results: PubChem, several laboratories
